Screening results as filed in PubChem.
TRPV1 ag = agonists of human vanilloid receptor 1 (TRPV1); 320,000 compounds, 0.19% hits; Q8NER1; AID 540275; activation, % at 8.33 µM; TRPV1-expressing cells, Fluo-8 calcium influx, agonist mode; in the data active means activation above about 80%; inconclusive means between about 30% and that limit; further: 0% is about no effect
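TRPV1-expressing cells were cultured overnight at 35.5C and loaded with Fluo-8 calcium dye for 40 to 90 min at room temperature. After a 10 s baseline, compound was added and calcium influx was read kinetically for 3 min (ex 480/em 520 nm).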
ELG1 DNA repair = inhibitors of ELG1-dependent DNA repair in HEK293T cells; HEK293T ELG1-luciferase reporter, luminescence, 16 h; DNA damage induced by 5-fluorouridine; Potency, µM (series often up to 46.1 µM), without a hit: at the top dose activity change, negative = inhibition, hits mostly inhibitors; 330,000 compounds, 2.3% hits; AID 504467; further: potency means the concentration at half of the fitted maximal effect; on the % scale 0 is the no-effect control and ±100 the full control effect; nearly all actives have a fitted effect of over 55% in size
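HEK293T cells expressing luciferase-tagged ELG1 (2,000/well) received 5-Fluorouridine plus compound or DMSO for 16 hr at 37 °C. Luciferase was read by ONE-Glo luminescence after 30 min at room temperature.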
TCR activator = activators of T cell receptors; primary human leukocytes, anti-CD3, IL-2 HTRF, 48 h; Potency, µM (series often up to 9.22 µM), without a hit: at the highest dose activation of IL-2 secretion, most hits filed as activators; 330,000 tested, under 10 active; AID 504894; further: % of control where 0% means no effect
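HTRF read-out of IL-2 secretion: europium cryptate donor excited at 320nm, d2 acceptor emission at 665nm. Cells were primary human leukocytes incubated 48 hr with compounds and a-CD3 beads, supplying TCR signal only.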
Integrin act MD = integrin-mediated muscular dystrophy alleviation activation; Potency, µM (series often up to 38.3 µM), for inactives: at the top dose activation, usual class: activators; 350,000 compounds, 0.064% hits; alpha7betagal myoblasts, beta-gal FDG fluorescence, 48 h;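 further: potency means the concentration at half of the fitted maximal effect; 100% = response of the positive control SU9516; nearly all actives have a fitted effect of over 60% in size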
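alpha7betagal+/- myoblasts (passage 13, 250/well) treated 48 h at 37C with compounds at 1:260 dilution of DMSO stock. Lysed, then beta-galactosidase activity read as FDG fluorescence (ex 480/em 540) after 30 min, with pre-read for autofluorescence.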
B2AR arrestin = agonists driving beta-arrestin recruitment to human beta2-adrenergic receptor; P07550; beta-arrestin recruitment to beta2AR, cell-based reporter; Potency, µM (highest dose often 46.1 µM), for inactives: at the top dose activation, most hits filed as activators; 330,000 compounds, 0.02% hits;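 further: potency means the concentration at half of the fitted maximal effect; 0% = DMSO controls and full agonism = EC100 isoproterenol or metaproterenol; nearly all actives have a fitted effect of over 65% in size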
TSG101-PTAP inh = blocks PTAP/TSG101 interaction to inhibit HIV-1 budding; Fluorescence polarization, FITC-PTAP peptide / Tsg101 binding; AID 493005; 340,000 tested, under 10 active; Potency, µM (doses to about 115 µM), inactives show at the highest dose activity change, negative = inhibition, hits mostly inhibitors; active means well fitted inhibition curve with a large enough effect in the main read-out, with a control signal flat, not every such curve was filed as active; inconclusive means small, poorly fitted or top-dose-only effect, or effect the other way, or a change in a side signal; inactive means no such curve, though single readings can be large or run the other way; further: potency means the concentration at half of the fitted maximal effect; % of control where 0% means no effect
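FP read-out: FITC-PTAP peptide, 50 nM final, binding Tsg101 binding domain, 10 uM final; 20 min, r.t.; 10 mM HEPES pH 7.5, 0.15 M NaCl, 0.01% Tween 20, 3 mM EDTA, 0.1 mM TCEP.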
BRCA1 expr up = increases BRCA1 expression; Potency, µM (titrated, usually from 46.1 µM), without a hit: at the highest dose activation, hits mostly activators; AID 624202; MCF7-BRCA1-FFLuc reporter, luminescence, 48 h; response scale: scaled: vehicle 0%, 10 µM genistein 100%; 380,000 compounds, 1.1% hits; further: potency means the concentration at half of the fitted maximal effect; nearly all actives have a fitted effect of over 80% in size; some results filed as inactive show a strong effect at the top dose
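Activators of BRCA1 expression were detected as increased firefly luciferase luminescence in engineered MCF7 cells after 48 h compound incubation. Signals were scaled to genistein 10 microM as full activation.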
CXXC DNA block = MLL CXXC-DNA interaction inhibition. Q03164. Potency, µM (series often up to 115 µM), for the others: top-dose activity change, negative = inhibition, usual class: inhibitors. 290,000 compounds, 0.037% hits. MLL-CXXC / FITC-HOXA9 DNA fluorescence polarization. AID 2662; active means well fitted inhibition curve with a large enough effect in the polarisation, with a control signal flat, not every such curve was filed as active; inconclusive means small, poorly fitted or top-dose-only effect, or effect the other way, or a change in a side signal; inactive means no such curve, though single readings can be large or run the other way; the % refers to the polarisation; further: potency means the concentration at half of the fitted maximal effect
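Steps: dispense CXXC domain solution (7 uM) → pin compounds or unlabeled HOX-A9 DNA control → 5 min ambient → add FLSN-HOX-A9 solution (50 nM) → spin → 30 min ambient → fluorescence polarization. Tris pH 7.5/NaCl/DTT/BSA buffer.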
p53 reactivator = re-activators of mutant p53. H1299 p53-A138V BP100-luciferase reporter, luminescence, 24 h. Potency, µM (titrated, usually from 92.2 µM), without a hit: at the top dose activity change, positive = activation, hits mostly activators. 320,000 compounds, 0.063% hits. AID 504706; further: potency means the concentration at half of the fitted maximal effect; % of control where 0% means no effect; nearly all actives have a fitted effect of over 45% in size
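H1299 (p53-null), stable ts p53-A138V + BP100-Luc; 1000 cells/well, Opti-MEM/10% FBS; cpd 4 pt, 1:5; 24 h, 37 deg C, 5% CO2; detection reagent 10 min RT; luminescence.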
A-T KAP1 phos = potential ataxia-telangiectasia treatments restoring KAP-1 phosphorylation; […] A-T fibroblasts, KAP-1 phosphorylation AlphaLISA; neocarzinostatin DNA damage 30 min before lysis; Potency, µM (highest dose often 57.5 µM), without a hit: at the highest dose activation, actives largely listed as activators; 320,000 compounds, 0.19% hits; AID 485349; further: potency means the concentration at half of the fitted maximal effect; % of control where 0% means no effect; nearly all actives have a fitted effect of over 45% in size
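hTERT-immortalized A-T patient fibroblasts ([…]), 500 cells/well in OPTI-MEM, 1% FBS, got compounds for 60 min, then NCS for 30 min at 37C. Lysates were then assayed for phospho-KAP-1 by AlphaLISA (anti-pKAP1 donor, anti-KAP1 acceptor beads), 6 hr at 25C.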
* hit, by the source's call; ? = inconclusive; / = not tested or not shown; [ ] = another dose, or the depositor's remark. Unless noted, the call rests on the fitted dose curve; in most records, active means well fitted curve in the direction sought with a large enough effect; inconclusive means small, poorly fitted or top-dose-only effect, or another doubt; inactive means no such curve, though single readings can be large; an effect the other way counts as inactive or inconclusive.

Order of values – TRPV1 ag | ELG1 DNA repair | TCR activator | Integrin act MD | B2AR arrestin | TSG101-PTAP inh | BRCA1 expr up | CXXC DNA block | p53 reactivator | A-T KAP1 phos
Cc1ccc(C(=O)C2COC(=O)C2)cc1 (stereo not given)
 : 1 | -18% | -1% | -42% | -0.8% | -5% | -24% | -2% | -3% | 2%
Brc1csc(C=Nc2ccc3c(c2)OCCOCCOCCOCCO3)c1
 : -1 | ? | 0%[46.1 µM] | 3% | -0.4% | -6% | 2% | ? | 1% | -1%
Cc1noc(C)c1CSc1nnc(-c2ccccc2)o1
 : 2 | ? | / | -28% | 0.1% | 1% | 28% | 10% | -1% | 6%
CN1C2CCC1/C(=C\c1ccc(F)cc1)C(=O)/C2=C/c1ccc(F)cc1
 : 18 | 18µM* | 1%[46.1 µM] | -10% | 3.5% | -1% | -77% | -9% | 2% | 0%
Cn1c(N)c(C(=O)c2ccc(Oc3ccccc3)cc2)c(=O)n(C)c1=O
 : 1 | ? | 16%[46.1 µM] | 1% | 0.9% | -1% | 32% | 11% | 20% | 0%
O=C(NC1CC1)C1CCN(C2CCN(C(=O)CSc3ccccc3)CC2)CC1
 : -4 | 12% | -1% | -4% | -1.0% | 1% | -2% | -3% | -2% | -4%
CCCn1c(SC(C)C(=O)NCC2CCCO2)nc2sc(CC)cc2c1=O (stereo not given)
 : ? | ? | 3% | -3% | -0.3% | -1% | -5% | 3% | 9% | -1%
Cc1cc(/C=C2\NC(=O)N(Cc3ccc(Cl)cc3)C2=O)c(C)n1C
 : 1 | -15% | -7% | 19% | -1.1% | -7% | -28% | -8% | 3% | -12%
CN=C(c1ccccc1)c1c(C)cccc1C
 : -1 | 5% | -5% | -40% | -0.1% | -4% | 9% | 8% | 4% | 8%
COCCNC(=O)c1ccc(Cn2c(=S)[nH]c3cc4c(cc3c2=O)OCO4)cc1
 : -2 | ? | 2% | -22% | -1.1% | -6% | -3% | 9% | 3% | -3%
CCCc1ccc(Oc2cn[nH]c2-c2ccc(O)cc2O)cc1
 : -5 | -21% | 2% | ? | -0.6% | -2% | -49% | -6% | 10% | 2%
COc1ccc(-c2ccc3c(=O)cc(-c4ccsc4)oc3c2)cn1
 : / | -20% | -13% | 16% | -2.4% | ? | -29% | / | 3% | -3%
COc1cccc(CNC(=O)c2cccnc2Sc2ccc(C)cc2C)c1
 : 1 | ? | 0% | 10% | -0.4% | 0% | 5% | 5% | -21% | 8%
CCCCS(=O)(=O)CC(COc1ccccc1)OC(=O)c1ccccc1 (stereo not given)
 : ? | -15% | -3% | -13% | -0.3% | -3% | 5% | -4% | -3% | 5%
CCOC(=O)C1CCCN(C(=O)c2ccc3c(=O)n(Cc4ccccc4OC)c(=S)[nH]c3c2)C1 (stereo not given)
 : 1 | -10% | 6% | -21% | 0.3% | 2% | -46% | 9% | / | /
COc1ccc(NC(=O)COc2nc3ccccc3nc2N2CCOCC2)c(OC)c1
 : 3 | -2% | 7% | 22% | 0.2% | 2% | 0% | 5% | 1% | 3%
COc1ccc(CCNC(=O)CCNC(=O)c2ccc([N+](=O)[O-])cc2)cc1
 : -2 | -1% | 1% | 6% | -1.2% | -3% | 9% | -25% | 2% | 12%
O=C(NCc1ccccn1)c1ccc(CNS(=O)(=O)c2cccc(Cl)c2)cc1
 : -1 | -5% | 4%[46.1 µM] | 20% | -0.8% | -5% | -2% | 6% | -4% | 5%
CCCNC(=O)c1onc(CSc2ccc(F)cc2)c1C(=O)NCC1CC1
 : ? | -19% | 4% | -18% | -0.2% | / | -14% | / | 0% | 15%
NC(=O)CC[C@H](NC(=O)c1ccc(F)cc1)C(=O)OCC(=O)Nc1c(F)c(F)c(F)c(F)c1F
 : 1 | -4% | -3%[46.1 µM] | 7% | 0.1% | -4% | 2% | -3% | -3% | 2%
O=C(CS(=O)(=O)c1ccc2ccccc2c1)Nc1ccccc1Cl
 : 23 | -1% | 4%[46.1 µM] | 6% | -0.5% | -1% | -7% | 3% | 7% | 1%
COc1cccc(C(=O)NCCCNC(=O)c2cccnc2)c1
 : -1 | 12% | 1% | -7% | -0.9% | -1% | -20% | -22% | -4% | 10%
CCOc1ccccc1C(=O)NCCc1cnc[nH]1
 : -7 | 0% | 2% | -9% | -0.1% | -1% | 1% | 4% | 0% | 9%
O=C(N/N=C/c1ccc(OC(F)F)cc1OC(F)F)NC1CCCCC1
 : -7 | ? | 6% | 17% | -1.5% | -5% | -4% | -5% | 4% | -1%
COc1ccc(NC(=O)c2ccc(S(=O)(=O)N3CCCCC3)cc2)c(OC)c1
 : 8 | -13% | 9% | 26% | 0.0% | -3% | -4% | 15% | 0% | 2%
C/C(CC(=O)Nc1cccc(F)c1)=N\NC(=O)c1ccncc1
 : 1 | -25% | -3% | 5% | 0.4% | 1% | 10% | ? | -5% | -6%
Cc1nc(Cl)cc(N/N=C/c2ccc(O)cc2O)n1
 : -2 | ? | -1% | 24% | -0.6% | -8% | 70% | ? | 18% | -8%
CC(C)OC(=O)c1cccc(C(=O)OCc2ccco2)n1
 : -3 | ? | -9% | -49%[inhibitor] | -0.2% | 1% | 1% | 5% | -39%[inhibitor] | 1%
O=C(NCC1COc2ccccc2O1)c1cn(Cc2ccc(F)cc2)nn1 (stereo not given)
 : 18 | -10% | -10% | 1% | -0.4% | -1% | 35% | -15% | -14% | 0%
COc1ccccc1NS(=O)(=O)c1cc(C(=O)NCC(C)(C)N2CCOCC2)ccc1C
 : -6 | -16% | 11% | -19% | -0.2% | -8% | -15% | / | -2% | 0%
COCC(=O)Nc1nnc(Cc2ccc(OC)cc2)s1
 : 2 | ? | 0%[46.1 µM] | 6% | -0.3% | -7% | -11% | -9% | 4% | -4%
O=C(N/N=C/c1c(O)ccc2ccccc12)c1ccc(CO)nc1
 : 8 | ? | 0% | 10% | -0.2% | ? | -51% | ? | ? | 2%
COP(=O)(OC)c1nc(-c2ccccc2)oc1NCc1ccccc1
 : 6 | -21% | 5%[46.1 µM] | -10% | 0.3% | 0% | -12% | 0% | -14% | 2%
C=CCNC(=S)Nc1c(N)n(C)c(=O)n(C)c1=O
 : 2 | 1% | -1% | 10% | -0.3% | -2% | -5% | -2% | 2% | 4%
Cc1nnc(NC(=O)CCSc2ccccc2)s1
 : 4 | 0% | 1% | -19% | -0.3% | -1% | 5% | 17% | -14% | 19%
CCc1ccc(NC(=O)NCCN2CCCCC2)cc1
 : -2 | 8% | 3% | -8% | -0.6% | 0% | 6% | 2% | / | 0%
NC1=NC2(CCCCC2)N(c2ccc(F)cc2F)C(N)=N1
 : 1 | 1% | 13% | -4% | 0.0% | -5% | -12% | 3% | 6% | 2%
CC(C)c1ccc(NC(=O)c2cc(S(=O)(=O)NCC3COc4ccccc4O3)ccc2F)cc1 (stereo not given)
 : 2 | ? | 1% | -56%[inhibitor] | 8.2% | -4% | -97%[inhibitor] | -4% | -8% | -1%
CC(=O)c1ccc(S(=O)(=O)N(C)CCCC(=O)N(C)Cc2c(F)cccc2Cl)cc1
 : 7 | -19% | 6% | -38% | -0.1% | -2% | -4% | -2% | -6% | 2%
O=P1(Nn2cnnc2)C=C(c2ccccc2)OC(c2ccccc2)=C1
 : 0 | 7% | 0% | -4% | 0.5% | -8% | 19% | -2% | -2% | 2%
CCOc1cc(CNc2cccc3[nH]c(C)nc23)ccc1OC
 : 0 | ? | -1% | 21% | -0.6% | -6% | -24% | -4% | -5% | -3%
CN(CCCNS(=O)(=O)c1cccc2cccnc12)Cc1ccccc1
 : -2 | 3% | -2% | 0% | 0.1% | 1% | -1% | 4% | -1% | 6%
CCC1CCCCN1CCCNC(=O)c1ccc(CS(=O)(=O)Cc2ccccc2F)o1 (stereo not given)
 : -5 | 8% | 2% | 14% | -0.6% | -5% | 2% | 6% | -7% | 7%
COCCCNC(=O)c1oc2ccc(S(=O)(=O)N3CCOCC3)cc2c1C
 : -4 | 6% | 0% | 0% | 0.1% | 1% | 0% | 0% | 2% | 1%
Nc1c(C(=O)NC2CCCC2)c2nc3ccccc3nc2n1/N=C/c1ccco1
 : 0 | -11% | -5% | -9% | -0.8% | -5% | -3% | 43%[activator] | 0% | 3%
CS(=O)(=O)c1ccc2nc(NC(=O)CN3CCN(Cc4ccccc4)CC3)sc2c1
 : 3 | -26% | 4% | 0% | -0.3% | -6% | -4% | 8% | 2% | -3%
Cn1cnc([N+](=O)[O-])c1Sc1nc(N)nc2c1ncn2Cc1ccccc1
 : / | / | 3% | -41% | / | -3% | -37% | / | / | /
COc1ccccc1-c1nnc(SCC(=O)N2CCCC2)o1
 : 0 | ? | 0% | -2% | 0.2% | 0% | 2% | 0% | 28% | 4%
